Screens from PubChem BioAssay.
Efflux pump inh = inhibitors of Candida efflux pumps in yeast, primary screen, S. cerevisiae, Nile Red, multiplex | 0.44% of 330,000 active | AID 485275, 2010 | S. cerevisiae Candida pump triplex | inhibition, % at 10 µM;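 active = plate passing quality check with inhibition over a set limit, or well fluorescence over plate mean plus 4 SD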;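 note: Nile Red retained in pooled yeast measured as flow cytometry median fluorescence; 0% = buffer negative control and 100% = Enniatin B positive control; higher means more Nile Red kept so more efflux inhibition; some compounds called inactive have numbers as strong as hits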
AGP1 TOR yeast = modulators of AGP1-GFP expression in yeast TOR pathway, primary screen, cell-based, multiplex flow cytometry, S. cerevisiae, MLPCN library; 3 h; GFP as percent of DMSO wells; GFP response vs DMSO, % at 10 µM; 0.02% of 320,000 active; AID 2066, 2009;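 active = GFP response relative to DMSO above a set limit, near screen average plus 3 SD, cut at about 150% in these data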;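 note: median GFP channel fluorescence of the gated AGP1 strain per well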
MEP2-GFP yeast = modulators of MEP2-GFP levels in yeast, primary screen, S. cerevisiae, multiplex flow cytometry, MLPCN library; S. cerevisiae MEP2-GFP strain, 3 h; 100% = DMSO control level; GFP response vs DMSO, % at 10 µM; 0.51% of 330,000 active; AID 2016, 2009;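 active = GFP response versus DMSO above a set limit, roughly screen mean plus 3 SD, cut at about 180% in these data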;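 note: median GFP fluorescence of the barcode-gated MEP2-GFP cells per well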
CR mimetic SO = reduction of superoxide in aged yeast, primary screen, HTS; S. cerevisiae aged cells, superoxide DHE fluorescence; active compounds read low; superoxide response (% of plate mean), % at 10 µM; 0.18% of 330,000 active; AID 2690, 2010;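 active = superoxide response under a set limit, about three screen SD below normal, cut at about 65% in these data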;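 note: yeast aged for seven days with compound at 30 °C before DHE staining; 100% = average MFI of all compound-treated wells on the plate with controls excluded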
RPL19A-GFP yeast = RPL19A-GFP expression modulators in yeast, primary screen, cell-based, S. cerevisiae, multiplex flow cytometry, MLPCN; percent response vs DMSO, % at 10 µM; S. cerevisiae RPL19A-GFP strain, 3 h; active compounds read low; 0.3% of 330,000 active;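 active = percent response vs DMSO below 50%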;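 note: median channel GFP fluorescence of the barcoded RPL19A-GFP strain; ratio of sample median GFP to plate DMSO average so 100% = DMSO; lower means less RPL19A-GFP as with rapamycin TOR inhibition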
LAP4 TOR yeast = modulators of LAP4-GFP expression in yeast, primary screen, S. cerevisiae, multiplex flow cytometry, MLPCN library; AID 2023, 2009; 3 h; median GFP as percent of DMSO wells; GFP response vs DMSO, % at 10 µM; 0.34% of 320,000 active;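 active = GFP response vs DMSO above a set limit, about the screen mean plus 3 SD, cut at about 150% in these data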
CIT2-GFP yeast = modulators of CIT2-GFP expression in yeast, primary screen, S. cerevisiae, GFP fusion, multiplex flow cytometry, MLPCN library; 0.065% of 320,000 active; GFP response vs DMSO, % at 10 µM; AID 2029, 2009; S. cerevisiae CIT2-GFP strain, 3 h; 100 means same as DMSO wells;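 active = GFP response relative to DMSO above a set limit, near the screen mean plus 3 SD, cut at about 150% in these data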;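 note: ratio of well median GFP fluorescence to mean of DMSO wells on the plate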
AHR act = AHR activators, primary screen, cell-based, luminescence, luciferase reporter, human; AHR-responsive luciferase reporter cells; activation, % at 5 µM; 2.5% of 320,000 active; AID 2796, 2010; in the data active = activation above about 47%;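 note: 0% = vehicle wells and 100% = reference agonist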
Target sequence (P35869 whole entry, looked up): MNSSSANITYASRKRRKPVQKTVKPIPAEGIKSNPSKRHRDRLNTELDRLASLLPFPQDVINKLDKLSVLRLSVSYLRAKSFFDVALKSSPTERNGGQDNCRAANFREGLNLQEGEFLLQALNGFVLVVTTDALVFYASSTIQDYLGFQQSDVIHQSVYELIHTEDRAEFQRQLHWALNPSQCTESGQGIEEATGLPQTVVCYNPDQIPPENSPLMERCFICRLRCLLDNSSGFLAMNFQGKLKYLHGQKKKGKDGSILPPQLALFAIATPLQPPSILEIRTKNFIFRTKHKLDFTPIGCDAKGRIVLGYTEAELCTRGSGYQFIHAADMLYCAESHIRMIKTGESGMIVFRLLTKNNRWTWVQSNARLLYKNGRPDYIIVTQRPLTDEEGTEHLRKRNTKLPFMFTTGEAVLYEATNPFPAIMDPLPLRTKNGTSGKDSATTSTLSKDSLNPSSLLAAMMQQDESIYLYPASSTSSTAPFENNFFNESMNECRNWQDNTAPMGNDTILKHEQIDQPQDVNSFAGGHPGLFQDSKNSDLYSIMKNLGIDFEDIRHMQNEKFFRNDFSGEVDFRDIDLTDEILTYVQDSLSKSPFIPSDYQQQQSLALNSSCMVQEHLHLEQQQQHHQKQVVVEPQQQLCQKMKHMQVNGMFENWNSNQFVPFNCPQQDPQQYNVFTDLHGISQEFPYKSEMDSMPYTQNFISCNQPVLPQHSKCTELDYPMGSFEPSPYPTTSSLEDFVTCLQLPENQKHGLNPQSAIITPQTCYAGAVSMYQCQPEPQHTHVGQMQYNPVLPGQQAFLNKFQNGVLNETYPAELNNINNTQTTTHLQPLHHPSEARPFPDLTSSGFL
* = called active by the depositor. An unsorted share of the library (roughly 3.9% active in at least one column).

Screening O=C(CCC(=O)N1CCN(c2ccc(Cl)c(Cl)c2)CC1)c1ccccc1 returned Efflux pump inh 0.0, AGP1 TOR yeast 94, MEP2-GFP yeast 95, CR mimetic SO 103, RPL19A-GFP yeast 95, LAP4 TOR yeast 100, CIT2-GFP yeast 90 and AHR act -1.
For Cn1ccnc1SCc1ccc([N+](=O)[O-])cc1 the results were Efflux pump inh -0.3, AGP1 TOR yeast 92, MEP2-GFP yeast 106, CR mimetic SO 97, RPL19A-GFP yeast 93, LAP4 TOR yeast 99, CIT2-GFP yeast 99 and AHR act 2.
Screening Cc1c(Cl)cccc1NC(=O)Nc1cc(C(C)(C)C)on1 returned Efflux pump inh -0.1, AGP1 TOR yeast 100, MEP2-GFP yeast 94, CR mimetic SO 96, RPL19A-GFP yeast 93, LAP4 TOR yeast 112, CIT2-GFP yeast 109 and AHR act 27.
Screening COc1cccc(-c2nc(CS(=O)(=O)CC(=O)NCCc3ccc(OC)c(OC)c3)c(C)o2)c1 returned Efflux pump inh -0.1, AGP1 TOR yeast 98, MEP2-GFP yeast 99, CR mimetic SO 94, RPL19A-GFP yeast 95, LAP4 TOR yeast 95, CIT2-GFP yeast 102 and AHR act 3.
Screening COc1ccc(-n2nnc3c(SC(C(C)=O)C(=O)N(C)C)ncnc32)cc1 (stereo not drawn) returned Efflux pump inh 0.2, AGP1 TOR yeast 100, MEP2-GFP yeast 89, CR mimetic SO 104, RPL19A-GFP yeast 99, LAP4 TOR yeast 98, CIT2-GFP yeast 96 and AHR act 66*.
For Cc1ccc(Nc2nc3ccccc3[nH]2)nc1 the results were Efflux pump inh 0.1, MEP2-GFP yeast 92, CR mimetic SO 94, RPL19A-GFP yeast 93, LAP4 TOR yeast 107, CIT2-GFP yeast 94 and AHR act 17.
Screening CCOc1ccccc1NC(=O)CSc1nc2ccccc2nc1N1CCOCC1 returned Efflux pump inh 0.0, AGP1 TOR yeast 101, MEP2-GFP yeast 102, CR mimetic SO 106, RPL19A-GFP yeast 100, LAP4 TOR yeast 103, CIT2-GFP yeast 101 and AHR act 11.
Screening Cc1noc(C)c1C(=O)OCC(=O)N1CCN(S(=O)(=O)c2ccc3ccccc3c2)CC1 returned Efflux pump inh 0.0, AGP1 TOR yeast 97, MEP2-GFP yeast 103, CR mimetic SO 98, RPL19A-GFP yeast 98, LAP4 TOR yeast 88, CIT2-GFP yeast 101 and AHR act 1.
`CCN(CC)C(=O)Oc1nnc(SC(C)C)n1-c1ccc(Cl)c(Cl)c1` gave Efflux pump inh 0.1, AGP1 TOR yeast 108, MEP2-GFP yeast 103, CR mimetic SO 119, RPL19A-GFP yeast 102, LAP4 TOR yeast 108, CIT2-GFP yeast 94 and AHR act 0.
COc1cccc(C(=O)Nc2c3c(nc4c2CCC4)CCCC3)c1 was read as Efflux pump inh 0.1, AGP1 TOR yeast 98, MEP2-GFP yeast 96, CR mimetic SO 106, RPL19A-GFP yeast 106, LAP4 TOR yeast 96, CIT2-GFP yeast 104 and AHR act 5.
Screening S=C(NNc1ccc2ccccc2c1)NC1CCCCC1 returned Efflux pump inh -0.1, AGP1 TOR yeast 97, MEP2-GFP yeast 105, CR mimetic SO 87, RPL19A-GFP yeast 104, LAP4 TOR yeast 98, CIT2-GFP yeast 94 and AHR act 108*.
COC(=O)CSc1ccsc1C(=O)O was read as Efflux pump inh -0.1, AGP1 TOR yeast 104, MEP2-GFP yeast 115, CR mimetic SO 104, RPL19A-GFP yeast 104, LAP4 TOR yeast 100, CIT2-GFP yeast 105 and AHR act 0.

Looked up by compound from above (2):
COc1cccc(C(=O)Nc2c3c(nc4c2CCC4)CCCC3)c1 was read as Efflux pump inh 0.1, AGP1 TOR yeast 98, MEP2-GFP yeast 96, CR mimetic SO 106, RPL19A-GFP yeast 106, LAP4 TOR yeast 96, CIT2-GFP yeast 104 and AHR act 5.
Screening COc1ccc(-n2nnc3c(SC(C(C)=O)C(=O)N(C)C)ncnc32)cc1 (stereo not drawn) returned Efflux pump inh 0.2, AGP1 TOR yeast 100, MEP2-GFP yeast 89, CR mimetic SO 104, RPL19A-GFP yeast 99, LAP4 TOR yeast 98, CIT2-GFP yeast 96 and AHR act 66*.

Further structures follow:
N#CCN=C(c1ccccc1)c1ccccc1 was read as Efflux pump inh 0.0, AGP1 TOR yeast 99, MEP2-GFP yeast 88, CR mimetic SO 102, RPL19A-GFP yeast 99, LAP4 TOR yeast 109, CIT2-GFP yeast 100 and AHR act -1.
O=C(Nc1ccnc(-c2cccnc2)n1)c1ccc(Cl)cc1 was read as Efflux pump inh 0.0, AGP1 TOR yeast 85, MEP2-GFP yeast 104, CR mimetic SO 98, RPL19A-GFP yeast 91, LAP4 TOR yeast 108, CIT2-GFP yeast 93 and AHR act 13.
Screening Cc1ccc(N2CCN(S(=O)(=O)c3ccc(C)cc3)CC2)cc1 returned Efflux pump inh -0.1, AGP1 TOR yeast 106, MEP2-GFP yeast 106, CR mimetic SO 98, RPL19A-GFP yeast 106, LAP4 TOR yeast 94, CIT2-GFP yeast 109 and AHR act 0.
`O=C(c1ccc(Cl)cc1)c1oc2ccccc2c1CS(=O)c1ccccc1` (stereo not drawn) gave Efflux pump inh -0.1, AGP1 TOR yeast 82, MEP2-GFP yeast 102, CR mimetic SO 73, RPL19A-GFP yeast 99, LAP4 TOR yeast 100, CIT2-GFP yeast 114 and AHR act 8.
`CC(C)(C)OC(=O)NCCCC[C@H](NC(=O)c1nc[nH]c1C(=O)N[C@@H](CCCCNC(=O)OC(C)(C)C)C(=O)OC(C)(C)C)C(=O)OC(C)(C)C` gave Efflux pump inh 0.0, AGP1 TOR yeast 96, MEP2-GFP yeast 97, CR mimetic SO 79, RPL19A-GFP yeast 96, LAP4 TOR yeast 94, CIT2-GFP yeast 97 and AHR act 5.
For CCn1c(Cc2ccccc2)nnc1SCC(=O)NC1CC1 the results were Efflux pump inh 0.0, AGP1 TOR yeast 97, MEP2-GFP yeast 101, CR mimetic SO 98, RPL19A-GFP yeast 95, LAP4 TOR yeast 86 and AHR act 2.
For COc1ccc(-c2oc3ncnc(N)c3c2-c2ccccc2)cc1 the results were Efflux pump inh 0.0, AGP1 TOR yeast 100, MEP2-GFP yeast 99, CR mimetic SO 105, RPL19A-GFP yeast 100, LAP4 TOR yeast 98, CIT2-GFP yeast 95 and AHR act -1.
`CN(CCNC(=O)C1CCN(c2ncnc3c2nc2n3CCCCC2)CC1)Cc1ccccc1` gave Efflux pump inh -0.2, AGP1 TOR yeast 99, MEP2-GFP yeast 93, CR mimetic SO 89, RPL19A-GFP yeast 91, LAP4 TOR yeast 90, CIT2-GFP yeast 99 and AHR act -1.
For c1ccc(-c2cncnc2)nc1 the results were Efflux pump inh -0.3, AGP1 TOR yeast 101, MEP2-GFP yeast 96, CR mimetic SO 76, RPL19A-GFP yeast 98, LAP4 TOR yeast 103, CIT2-GFP yeast 93 and AHR act -4.
For O=C(CN(c1ccccc1F)S(=O)(=O)c1ccccc1)NC1CCCCCC1 the results were Efflux pump inh 0.1, AGP1 TOR yeast 92, MEP2-GFP yeast 102, CR mimetic SO 96, RPL19A-GFP yeast 98, LAP4 TOR yeast 95, CIT2-GFP yeast 93 and AHR act 5.
For C/C(=N/N=C/c1ccccc1O)c1ccccc1O the results were Efflux pump inh 0.1, AGP1 TOR yeast 88, MEP2-GFP yeast 99, CR mimetic SO 90, RPL19A-GFP yeast 101, LAP4 TOR yeast 98, CIT2-GFP yeast 98 and AHR act 11.
Screening CCN(CC)C(=O)c1sc(NC(=O)c2ccoc2C)c(C(=O)OC)c1C returned Efflux pump inh 0.3, AGP1 TOR yeast 103, MEP2-GFP yeast 114, CR mimetic SO 94, RPL19A-GFP yeast 99, LAP4 TOR yeast 104, CIT2-GFP yeast 94 and AHR act 12.
Screening CCCCN1C(=O)c2cccc3cc(O)cc(c23)C1=O returned Efflux pump inh 0.1, AGP1 TOR yeast 100, MEP2-GFP yeast 98, CR mimetic SO 106, RPL19A-GFP yeast 94, LAP4 TOR yeast 117, CIT2-GFP yeast 87 and AHR act 2.
O=C(CCCNC(=O)c1ccc(Cl)cc1)Nc1ccccc1F was read as Efflux pump inh -0.1, AGP1 TOR yeast 110, MEP2-GFP yeast 113, CR mimetic SO 94, RPL19A-GFP yeast 107, LAP4 TOR yeast 100, CIT2-GFP yeast 102 and AHR act -1.
For COCCCNC(=O)CCn1c(=O)c2ccccc2n(Cc2cccc([N+](=O)[O-])c2)c1=O the results were Efflux pump inh 0.0, AGP1 TOR yeast 101, MEP2-GFP yeast 101, CR mimetic SO 115, RPL19A-GFP yeast 100, LAP4 TOR yeast 114, CIT2-GFP yeast 94 and AHR act 4.
`CCOc1ccccc1NC(=O)CSc1nnnn1Cc1ccccc1` gave Efflux pump inh 0.4, AGP1 TOR yeast 95, MEP2-GFP yeast 106, CR mimetic SO 126, RPL19A-GFP yeast 100, LAP4 TOR yeast 99, CIT2-GFP yeast 93 and AHR act 6.
For Cc1nc(-c2ccc(S(=O)(=O)NCc3cccnc3)s2)cs1 the results were Efflux pump inh 0.0, AGP1 TOR yeast 100, MEP2-GFP yeast 97, CR mimetic SO 89, RPL19A-GFP yeast 94, LAP4 TOR yeast 102, CIT2-GFP yeast 93 and AHR act 0.
Screening O=C(CCl)Nc1ccccc1Sc1ccc(Cl)cc1 returned Efflux pump inh -0.1, AGP1 TOR yeast 114, MEP2-GFP yeast 101, CR mimetic SO 87, RPL19A-GFP yeast 104, LAP4 TOR yeast 112, CIT2-GFP yeast 108 and AHR act -2.
O=C(COc1ccc(Cl)cc1)NCc1nnc(SCC(=O)Nc2ccccc2F)o1 was read as Efflux pump inh 0.1, AGP1 TOR yeast 94, MEP2-GFP yeast 96, CR mimetic SO 96, RPL19A-GFP yeast 95, LAP4 TOR yeast 96, CIT2-GFP yeast 94 and AHR act 0.
CC1CN(C)C(C)c2c1oc1ccc(N)cc21 (stereo not drawn) was read as Efflux pump inh 0.0, AGP1 TOR yeast 98, MEP2-GFP yeast 95, CR mimetic SO 87, RPL19A-GFP yeast 100, LAP4 TOR yeast 94, CIT2-GFP yeast 95 and AHR act 3.
Screening CCCCOc1cccc(C(=O)O)c1 returned Efflux pump inh -0.1, AGP1 TOR yeast 95, MEP2-GFP yeast 95, CR mimetic SO 100, RPL19A-GFP yeast 100, LAP4 TOR yeast 136, CIT2-GFP yeast 63 and AHR act 2.
Cc1nn(C)c(Cl)c1S(=O)(=O)N1CCC(CO)(CCc2ccccc2)CC1 was read as Efflux pump inh 0.6, AGP1 TOR yeast 107, MEP2-GFP yeast 107, CR mimetic SO 98, RPL19A-GFP yeast 111, LAP4 TOR yeast 102, CIT2-GFP yeast 97 and AHR act 0.

Grouped by structure: the entries above containing an NH in an aromatic ring
For Cc1ccc(Nc2nc3ccccc3[nH]2)nc1 the results were Efflux pump inh 0.1, MEP2-GFP yeast 92, CR mimetic SO 94, RPL19A-GFP yeast 93, LAP4 TOR yeast 107, CIT2-GFP yeast 94 and AHR act 17.
`CC(C)(C)OC(=O)NCCCC[C@H](NC(=O)c1nc[nH]c1C(=O)N[C@@H](CCCCNC(=O)OC(C)(C)C)C(=O)OC(C)(C)C)C(=O)OC(C)(C)C` gave Efflux pump inh 0.0, AGP1 TOR yeast 96, MEP2-GFP yeast 97, CR mimetic SO 79, RPL19A-GFP yeast 96, LAP4 TOR yeast 94, CIT2-GFP yeast 97 and AHR act 5.
